Pf growth 48h: Primary qHTS for delayed death inhibitors of the malarial parasite plastid, 48 hour incubation. Potency, µM (highest dose often 28.7 µM), for inactives: at the highest dose activity change, negative = inhibition, hits mostly inhibitors. 5.9% of 310,000 active. P. falciparum luciferase growth in erythrocytes, 48 h. AID 504832, 2011; further: potency means the concentration at half of the fitted maximal effect; on the % scale 0 is the no-effect control and ±100 the full control effect
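Here the parasites carry a stable luciferase gene and grow inside erythrocytes in Albumax-based RPMI medium with compound for one erythrocytic cycle. Activity is scored as loss of luminescent signal.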
CHX counter: Cycloheximide Counterscreen for Small Molecule Inhibitors of Shiga Toxin; max response, %; AID 2314, 2010; cell reporter, cycloheximide protein synthesis inhibition counterscreen; 12% of 300,000 active; in the data active means max response mostly above about 13%, no sharp cut-off; inactive means mostly below about 14%; further: read at 38.3 µM for the half of the compounds with a filed dose; 0% is about no effect
HCV inhibitor: qHTS Assay for Inhibitors of Hepatitis C Virus (HCV) | Huh7.5.1 HCVcc-Cre infection, luciferase reporter, 44 h | Potency, µM (highest dose often 41.8 µM), for inactives: top-dose activity change, negative = inhibition, usual class: inhibitors | 3.4% of 340,000 active | AID 651820, 2012; further: potency means the concentration at half of the fitted maximal effect; on the % scale 0 is the no-effect control and ±100 the full control effect
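A cell-based infection assay in which seeded cells (1,000 per well) receive test compound after 4 h, are inoculated with HCVcc-Cre at approximately 0.5 moi, and are incubated 44 h before luminescence detection.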
LmPK inhibitor: qHTS Assay for Inhibitors of Leishmania Mexicana Pyruvate Kinase (LmPK); Q27686; purified LmPK, Kinase-Glo ATP luminescence, 1 h; Potency, µM (series often up to 57.5 µM), without a hit: top-dose activity change, negative = inhibition, usual class: inhibitors; 0.37% of 290,000 active; further: potency means the concentration at half of the fitted maximal effect; on the % scale 0 is the no-effect control and ±100 the full control effect
Target sequence (Q27686 whole entry, looked up): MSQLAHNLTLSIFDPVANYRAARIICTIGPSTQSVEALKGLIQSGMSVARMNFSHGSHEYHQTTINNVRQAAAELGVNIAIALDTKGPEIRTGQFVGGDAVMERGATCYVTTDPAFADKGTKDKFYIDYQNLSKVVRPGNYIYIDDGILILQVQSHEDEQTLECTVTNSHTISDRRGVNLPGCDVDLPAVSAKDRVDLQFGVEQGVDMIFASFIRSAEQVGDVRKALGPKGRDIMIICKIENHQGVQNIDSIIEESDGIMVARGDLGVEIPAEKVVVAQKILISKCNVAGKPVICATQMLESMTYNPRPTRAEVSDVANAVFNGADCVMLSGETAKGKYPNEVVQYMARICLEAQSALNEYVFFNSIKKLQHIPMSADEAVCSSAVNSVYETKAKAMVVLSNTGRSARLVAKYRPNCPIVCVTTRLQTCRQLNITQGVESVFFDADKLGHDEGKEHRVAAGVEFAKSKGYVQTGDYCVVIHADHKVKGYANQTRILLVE
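In 50 mM imidazole pH 7.2 with 7 mM MgCl2, LmPK (0.1 nM) turned over PEP (0.5 mM) and ADP (0.1 mM) for 1 h at room temperature. Luciferase read-out of ATP.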
Shiga inhibitor: A qHTS for Small Molecule Inhibitors of Shiga Toxin; Vero cells, Shiga toxin protein synthesis inhibition reporter; inhibition, % at 38.7 µM; 9.2% of 290,000 active; AID 2315, 2010; in the data active means inhibition mostly above about 28%, no sharp cut-off; inactive means mostly below about 43%; further: 0% is about no effect
TbPYK inhibitor: qHTS of Trypanosoma Brucei Inhibitors. pyruvate kinase (Trypanosoma brucei), Q57TT1. TbPYK enzyme, Kinase-Glo Plus ATP luminescence, 45 min. Potency, µM (top dose mostly 76.8 µM), for inactives: at the top dose activity, negative = inhibition, actives largely listed as inhibitors. 0.12% of 410,000 active; further: potency means the concentration at half of the fitted maximal effect; on the % scale 0 is the no-effect control and ±100 the full control effect; nearly all actives have a fitted effect of over 50% in size
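T. brucei PYK with substrate was exposed to pin-transferred compounds across a concentration series, then started with 130 uM ADP (final). After 45 min at room temperature, Kinase-Glo Plus luminescence was read, normalized and curve-fitted.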
Pf growth 96h: Primary qHTS for delayed death inhibitors of the malarial parasite plastid, 96 hour incubation; P. falciparum luciferase reporter growth, 96 h; 6.9% of 320,000 active; Potency, µM (top dose mostly 28.7 µM), inactives show top-dose activity change, negative = inhibition, actives largely listed as inhibitors; further: potency means the concentration at half of the fitted maximal effect; on the % scale 0 is the no-effect control and ±100 the full control effect
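Two-generation exposure (96 h) targets delayed-death phenotype. Reporter parasites carrying integrated firefly luciferase, in red cells at 2% hematocrit and 0.05% parasitemia final, kept at 37 C, 5% CO2; luminescence loss indicates inhibition.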
* marks the source's active call; other numbers are inactive results; ? = inconclusive; . = not tested or not shown; & = joins results of further samples; [ ] = another dose, or the depositor's remark. Unless noted, the call rests on the fitted dose curve; in most records, active means well fitted curve in the direction sought with a large enough effect; inconclusive means small, poorly fitted or top-dose-only effect, or another doubt; inactive means no such curve, though single readings can be large; an effect the other way counts as inactive or inconclusive.

#1 CCOc1ccc(NC(=O)CC2C(=O)N(c3ccc(OC)cc3)C(=O)N2Cc2ccc(OC)cc2)cc1 (configuration not stated)
#2 COc1ccc(O)c(/C=N/NC(=O)c2ccc(CSc3nc(C)cc(C)n3)cc2)c1
#3 Cc1ccc(N2C(=O)CCSC23C(=O)Nc2ccccc23)cc1 (configuration not stated)
#4 O=C(COc1coc(CN2CCc3ccccc3C2)cc1=O)Nc1cccc([N+](=O)[O-])c1
#5 COC(=O)c1cn(C(=O)c2ccco2)c2ccccc12
Assay by compound	1	2	3	4	5
Pf growth 96h	146%[activator]	?	?	?	-4%
CHX counter	12	61*	0	.	-4
LmPK inhibitor	1%	-1%	4%	.	-1%
Shiga inhibitor	26	71*	-3	.	19
TbPYK inhibitor	0%	-10%	-3%	6%	-1%
HCV inhibitor	?	5.6µM*	-6%	?	5%
Pf growth 48h	13%	?	?	12µM*	18%

#6 CCC(C)(C#CCN1CCCCC1)OCCC#N (configuration not stated)
#7 O=c1cc(N2CCCC2)c2ccccc2o1
#8 N=c1c(C(=O)NCc2ccc3c(c2)OCO3)cc2c(=O)n3ccccc3nc2n1CC1CCCO1 (configuration not stated)
#9 CCc1cc(C(N)=O)c(NC(=O)c2ccc(OC)cc2)s1
#10 Cn1cc(C(=O)Nc2cccc(F)c2)cn1
Assay by compound	6	7	8	9	10
Pf growth 96h	?	-14%	?	58%[activator]	52%[activator]
CHX counter	-3	1	8	19*	3
LmPK inhibitor	7%	2%	0%	-2%	-6%
Shiga inhibitor	-2	19	-3	33*	-11
TbPYK inhibitor	-4%	0%	12%	-5%	-5%
HCV inhibitor	-13%	11µM*	?	?	12%
Pf growth 48h	15%	60%[activator]	?	65%[activator]	26%

#11 COc1ccc(NC(=O)C2CCCNC2=O)cc1 (configuration not stated)
#12 Cc1cccc(C)c1NC(=O)c1ccccc1C(=O)O
#13 CC1C2(C)OCC(C#N)(C(=N)O2)C1(C#N)C#N (configuration not stated)
#14 Cc1cc(/C=C2/SC(=O)N(CC(=O)OC(C)C)C2=O)c(C)n1C
#15 O=C(N/N=C\c1cccc(OC(=O)c2ccco2)c1)c1ccc2c(c1)OCO2
Assay by compound	11	12	13	14	15
Pf growth 96h	6.6µM*	126%&4%[activator]	20%	153%[activator]	95%[activator]
CHX counter	-3	-1	-1	44*	32*
LmPK inhibitor	-6%	0%	2%	-3%	1%
Shiga inhibitor	0	-6	6	52	50*
TbPYK inhibitor	7%	4%&3%	.	1%	-9%
HCV inhibitor	16%	13%	.	?	4%
Pf growth 48h	24%	12%&8%	?	.	140%[activator]

#16 COc1cccc(CNC(=S)Nc2cc(OC)ccc2OC)c1
#17 CCN(C(=O)CSc1nc2ccccc2c(=O)n1Cc1ccc(C)cc1)C1CCS(=O)(=O)C1 (configuration not stated)
#18 COCCNC(=O)C(Cc1c[nH]c2ccccc12)NC(=O)OCc1ccccc1 (configuration not stated)
#19 COc1ccc(/C(N)=N/OC(=O)CCC2CCCC2)cc1
#20 Oc1ccc(-c2csc(Nc3ncccn3)n2)cc1
Assay by compound	16	17	18	19	20
Pf growth 96h	14%	?	-4%	?	4.1µM*
CHX counter	1	.	9	10	39*
LmPK inhibitor	0%	.	-1%	2%	-4%
Shiga inhibitor	7	.	10	58	122*
TbPYK inhibitor	-7%	-3%	-2%	-1%	-7%
HCV inhibitor	?	0%	16%	10%	-30%
Pf growth 48h	3%	-2%	-23%	37%[activator]	377%[activator]

#21 O=C(N/N=C\c1cc([N+](=O)[O-])ccc1N1CCOCC1)c1ccccn1
#22 O=C(c1ccccc1)c1ccc(OCCCCN2CCCCC2)cc1
#23 CCCCCOP(=O)(OCCCCC)C1(NS(=O)(=O)c2ccccc2)C=CC(=O)c2ccccc21 (configuration not stated)
#24 CCCCN(CC)CCNC(=O)c1cc2c(C)nc3ccccc3c2o1
#25 COc1ccc(Cl)cc1S(=O)(=O)N1CCN(C(=O)c2cc(OC)c(OC)c(OC)c2)CC1
Assay by compound	21	22	23	24	25
Pf growth 96h	?	.	7.4µM*	11%	12µM*
CHX counter	3	-2	-4	-1	-2
LmPK inhibitor	0%	-7%	0%	4%	5%
Shiga inhibitor	-9	14	-22	5	-11
TbPYK inhibitor	-10%	-8%	-20%	0%	6%
HCV inhibitor	9%	-42%	-5%	6.3µM*	4%
Pf growth 48h	21%	-1%	9.3µM*	?	?

#26 Cc1ccc(C(=O)CCC(=O)N2CCC(C(N)=O)CC2)s1
#27 COc1ccccc1-c1sc2ccccc2c1-c1ccccc1OC
#28 CCCN(CCC)Cc1c(C(=O)N/N=C/C(C)=C\c2ccccc2)nnn1-c1nonc1N
#29 Cc1cccc(S(=O)(=O)NCCc2cn3ccccc3n2)c1
#30 CSCC[C@H](NC(=O)C1CCN(S(=O)(=O)c2ccc(C)cc2)CC1)C(=O)NCC1CCCO1 (some centres not stated)
Assay by compound	26	27	28	29	30
Pf growth 96h	-11%	2.6µM*	?	33%[activator]	?
CHX counter	.	.	-3	9	-4
LmPK inhibitor	.	.	-2%	0%	-1%
Shiga inhibitor	.	.	-3	-11	-4
TbPYK inhibitor	-19%	0%	0%	-13%	2%
HCV inhibitor	1%	?	?	12%	-6%
Pf growth 48h	-16%	13µM*	?	10%	4%

Pulled by compound from the entries so far:
#22 O=C(c1ccccc1)c1ccc(OCCCCN2CCCCC2)cc1
#1 CCOc1ccc(NC(=O)CC2C(=O)N(c3ccc(OC)cc3)C(=O)N2Cc2ccc(OC)cc2)cc1 (configuration not stated)
#29 Cc1cccc(S(=O)(=O)NCCc2cn3ccccc3n2)c1
#15 O=C(N/N=C\c1cccc(OC(=O)c2ccco2)c1)c1ccc2c(c1)OCO2
Assay by compound	22	1	29	15
Pf growth 96h	.	146%[activator]	33%[activator]	95%[activator]
CHX counter	-2	12	9	32*
LmPK inhibitor	-7%	1%	0%	1%
Shiga inhibitor	14	26	-11	50*
TbPYK inhibitor	-8%	0%	-13%	-9%
HCV inhibitor	-42%	?	12%	4%
Pf growth 48h	-1%	13%	10%	140%[activator]

Next section
#31 O=C(CN(Cc1ccc(F)cc1)S(=O)(=O)c1ccccc1)N1CCCCC1
#32 Cc1ccc(CNC(=O)c2ccccc2NC(=O)CSc2nnnn2C)cc1
#33 CCOC(=O)N1CCN(S(=O)(=O)c2c(C)cc(C)cc2C)CC1
#34 O=C(NCCc1ccccc1)C1CCCN(S(=O)(=O)c2cccc3nsnc23)C1 (configuration not stated)
#35 O=C(CSc1nnnn1-c1ccccc1)Nc1ccc(Cl)cc1
Assay by compound	31	32	33	34	35
Pf growth 96h	4.1µM*	36%[activator]	31%[activator]	1.2µM*	?
CHX counter	-4	-2	-1	-7	12
LmPK inhibitor	1%	11%	5%	1%	7%
Shiga inhibitor	-2	-23	-4	-10	17
TbPYK inhibitor	2%	-6%	3%	-15%	-2%
HCV inhibitor	-1%	-10%	-8%	-21%	-4%
Pf growth 48h	?	-4%	-11%	-17%	28%

Brought forward from above: four entries; new compounds follow.
#32 Cc1ccc(CNC(=O)c2ccccc2NC(=O)CSc2nnnn2C)cc1
#33 CCOC(=O)N1CCN(S(=O)(=O)c2c(C)cc(C)cc2C)CC1
#34 O=C(NCCc1ccccc1)C1CCCN(S(=O)(=O)c2cccc3nsnc23)C1 (configuration not stated)
#35 O=C(CSc1nnnn1-c1ccccc1)Nc1ccc(Cl)cc1
#36 Cc1cccc(C(=O)OCC(=O)NC(=O)Cc2ccccc2)c1O
#37 CN(CCOc1ccccc1)C(=O)C1CCN(C(=O)c2ccc(F)cc2)CC1
#38 COc1nc(NCc2ccco2)nc(NC2CCCCC2)n1
#39 COc1cc(NC(=O)c2ccccc2)c(OC)cc1NC(=O)Cc1ccccc1
#40 Cc1cccc(-c2nsc(SCC(=O)NCC3CCCO3)n2)c1 (configuration not stated)
Assay by compound	32	33	34	35	36	37	38	39	40
Pf growth 96h	36%[activator]	31%[activator]	1.2µM*	?	0%	?	23%	177%[activator]	70%[activator]
CHX counter	-2	-1	-7	12	-2	8	26*	-1	44*
LmPK inhibitor	11%	5%	1%	7%	-8%	-6%	0%	-2%	3%
Shiga inhibitor	-23	-4	-10	17	6	-9	42	-7	91*
TbPYK inhibitor	-6%	3%	-15%	-2%	1%	-9%	-2%	-22%	-10%
HCV inhibitor	-10%	-8%	-21%	-4%	9%	27%	-16%	?	?
Pf growth 48h	-4%	-11%	-17%	28%	7%	?	-13%	-23%	45%[activator]

#41 CCn1cc(C(=O)Nc2sc(C)c(C)c2C(=O)OC)cn1
#42 CCc1cc(CNC(=O)C2CCC(=O)N(CCc3ccc(OC)cc3)C2)on1 (configuration not stated)
#43 CCc1nnc(NC(=O)CCC(=O)Nc2ccccc2)s1
#44 COc1ccc(OC)c(C2C(C(C)=O)=C(O)C(=O)N2CCN2CCOCC2)c1 (configuration not stated)
#45 COc1ccc(C(=O)C[n+]2ccc(C)cc2)cc1
Assay by compound	41	42	43	44	45
Pf growth 96h	28%	-7%	22%	.	?
CHX counter	9	2	-2	-1	1
LmPK inhibitor	1%	1%	6%	-1%	-1%
Shiga inhibitor	25*	-4	2	22	15
TbPYK inhibitor	-14%	-11%	-1%	-5%	-4%
HCV inhibitor	?	.	2%	-10%	11%
Pf growth 48h	14%	-1%	4%	11%	?

#46 COCCN(CC(=O)NCc1ccc2c(c1)OCO2)C(=O)CCC(=O)Nc1nccs1
#47 O=C(CNC(=O)c1ccccc1)Oc1ccc([N+](=O)[O-])cc1
#48 CC(=O)N1CCc2cc(C(=O)CN3CCN(c4ccccn4)CC3)ccc21
#49 Cc1cccc(N2C(=O)C(O)=C(C(=O)c3cccs3)C2c2cccc(Oc3ccccc3)c2)n1 (configuration not stated)
#50 O=C(/C=C/c1ccco1)Nc1ccccc1N1CCCCC1
#51 CSc1nc(C)c(C(=O)Nc2ccccc2)c(-c2ccco2)c1C#N
Assay by compound	46	47	48	49	50	51
Pf growth 96h	?	1%	-13%	13%	33%[1.15 µM]	7%
CHX counter	1	1	37*	-2	24*	-1
LmPK inhibitor	1%	9%	6%	9%	0%	1%
Shiga inhibitor	-8	-10	77*	14	92*	-6
TbPYK inhibitor	1%	2%	0%	-5%	-3%	0%
HCV inhibitor	4%	4%	13%	-2%	?	-13%
Pf growth 48h	-15%	0%	50%[activator]	-6%	?	?

High-throughput results (PubChem)
